Screening data: PubChem BioAssay, several laboratories
Vif inh = HIV Vif self-association inhibitors, primary screen, imaging, HEK293T, single point. 340,000 tested, 0.35% active. inhibition, % at 7.49 µM. HEK293T cells, Vif self-association by quenched fluorescence, 24 h; in the data active means inhibition above about 50%, passing the limit was not always enough; further: some results filed as inactive read as strong as hits
CaV13 FRET inh = Disruptors of the CACNA1D IQ motif to Ca2+-dependent inactivation inhibitor domain association, primary screening, Förster resonance energy transfer in intact living …; HEK cells, CFP/YFP FRET ICDI-IQ, plate reader, 10 min; percent FRET-ratio fall versus neutral wells; inhibition, % at 12.3 µM; 340,000 tested, 0.098% active;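 active means mean replicate inhibition of at least 30% and at least 1% of replicates passing that level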;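 further: 0% = median of the neutral control wells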
aDG glyco up = activators of alpha-DG glycosylation, primary screen, uHTS, Pro5-aDG cells, AlphaScreen. alpha-DG glycosylation AlphaScreen (IIH6); 0% Pro5, 100% B10-LARGE cell signal. activation, % at 10 µM. 360,000 tested, 0.22% active. AID 624168, 2012;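 active means activation of at least 8% versus controls, or a plate z-score of at least 8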;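 further: Pro5 are CHO cells carrying HIG-tagged alpha-DG that lacks glycosylation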
PDI inh = inhibitors of human PDI, primary screen, biochemical, turbidity, single point, plate reader. Protein disulfide-isomerase (Homo sapiens), P07237. inhibition, % at 10 µM. 350,000 tested, 0.052% active. PDI insulin aggregation turbidity, A650, 90 min;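 active means mean inhibition across replicates of 30% or more, whatever share of single replicates reach that level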;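 further: absorbance from insulin aggregation driven by PDI reduction with DTT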
Target sequence (P07237 whole entry, looked up): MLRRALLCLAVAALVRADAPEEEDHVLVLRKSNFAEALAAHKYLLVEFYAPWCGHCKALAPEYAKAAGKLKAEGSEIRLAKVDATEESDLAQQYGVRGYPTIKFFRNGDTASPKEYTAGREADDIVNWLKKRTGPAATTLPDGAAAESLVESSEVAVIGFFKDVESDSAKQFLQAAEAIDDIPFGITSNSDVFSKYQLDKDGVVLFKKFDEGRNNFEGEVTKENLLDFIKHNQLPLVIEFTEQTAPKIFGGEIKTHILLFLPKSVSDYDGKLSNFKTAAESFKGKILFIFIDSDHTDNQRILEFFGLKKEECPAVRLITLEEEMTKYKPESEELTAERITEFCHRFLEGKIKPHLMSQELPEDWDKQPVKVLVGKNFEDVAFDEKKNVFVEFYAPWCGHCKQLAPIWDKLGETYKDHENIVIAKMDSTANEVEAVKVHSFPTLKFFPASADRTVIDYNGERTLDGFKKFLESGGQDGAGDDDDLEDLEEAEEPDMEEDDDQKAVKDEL
iPSC survival up = enhancers of single-cell hiPSC survival, primary screen, ATPlite luminescence. AID 602274, 2012. 360,000 tested, 0.044% active. 100% = ROCK inhibitor wells, 0% = DMSO. survival enhancement, % at 20 µM; in the data active means survival enhancement above about 18%;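 further: cells exposed to compounds for 16 hours before the ATP read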
Peg3 promoter = Peg3 promoter-driven luciferase inhibitors, primary screen, cell-based, HeLa, luciferase luminescence; HeLa PEG-Prom luciferase reporter, overnight; inhibition, % at 20 µM; 360,000 tested, 1.7% active;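 active means inhibition of at least 50% at 20 µM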
HIF-2a block = HIF-2a reporter inhibitors, primary screen, luminescence, 786-0 RCC cells; 786-0 RCC cells HIF-2a reporter, luciferase luminescence, overnight; inhibition, % at 18.8 µM; 360,000 tested, 0.72% active; AID 624352, 2012;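 active means inhibition of the luminescence signal of 40% or more relative to plate controls, in a single-dose primary screen at 18.75 µM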
Granule exo inh = LAMP-1 surface exposure blockers, TALL-104 cells – cell-based, flow cytometry, MLPCN library, primary screen; 360,000 tested, 0.66% active; TALL-104 LAMP-1 surface exposure; cells stimulated with thapsigargin and PMA; inhibition, % at 10 µM;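 active means inhibition above about 55%, limit read from the data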
NR2E3 ag-1 = NR2E3 agonists in two-hybrid cells, primary screen, cell-based, luminescence, CHO-S, Gal4-NCOR/VP16-NR2E3; Photoreceptor-specific nuclear receptor (Homo sapiens), Q9Y5X4; luciferase; inhibition of corepressor binding, % at 3.98 µM; 360,000 tested, 0.35% active; AID 602229, 2012;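 active means inhibition above the mean of all tested compounds plus 3 SD, cut at about 70% in these data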;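 further: 0% = DMSO with NR2E3 transfected cells and 100% = cells lacking NR2E3 construct; higher means lower luciferase signal from less NR2E3 corepressor binding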
Target sequence (Q9Y5X4 whole entry, looked up, the tested form may be a part): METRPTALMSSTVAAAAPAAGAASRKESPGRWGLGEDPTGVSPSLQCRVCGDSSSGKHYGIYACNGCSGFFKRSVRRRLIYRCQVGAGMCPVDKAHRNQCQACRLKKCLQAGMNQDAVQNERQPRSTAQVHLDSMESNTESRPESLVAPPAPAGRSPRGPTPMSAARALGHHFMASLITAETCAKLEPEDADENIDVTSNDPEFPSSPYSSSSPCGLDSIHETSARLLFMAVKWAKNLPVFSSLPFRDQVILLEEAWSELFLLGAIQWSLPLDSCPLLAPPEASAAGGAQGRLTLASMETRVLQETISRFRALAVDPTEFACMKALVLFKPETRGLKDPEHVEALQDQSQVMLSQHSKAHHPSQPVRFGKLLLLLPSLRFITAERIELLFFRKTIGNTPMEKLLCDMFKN
NR2E3 ag-2 = inhibitors of NR2E3-RetCOR corepressor binding, primary screen, NR2E3 agonist project, biochemical, TR-FRET, GST-NR2E3, biotin-RetCOR. Photoreceptor-specific nuclear receptor (Homo sapiens), Q9Y5X4. 1536-well. inhibition of corepressor binding, % at 4.78 µM. 320,000 tested, 0.12% active. AID 2300, 2010;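 active means percent inhibition above the cutoff of mean plus 3 SD of all tested compounds, set per screening campaign, cut at about 20% in these data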;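 further: 0% = DMSO wells and 100% = biotin wells as full block of FRET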
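Material: NR2E3–RetCOR corepressor complex / Amount: 1.35 nM GST-NR2E3 / Medium: Tris pH 7.5 / Compound: single nominal compound dose of 4.8 µM / Incubation: 5 h at 4 °C / Technique: TR-FRET, Eu(K)-anti-GST donor, streptavidin-D2 acceptor, ex 340, em 617/671 nm / Read-out basis: percent loss of FRET ratio relative to control wells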
MITF TRPM1 inh = inhibitors of MITF-dependent TRPM1 promoter reporter, primary screen, cell-based, SK-MEL-5, single point, luciferase; SK-MEL-5 TRPM1 promoter luciferase, 24 h; inhibition, % at 12.5 µM; 330,000 tested, 0.83% active; AID 488899, 2010;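 active means mean inhibition across replicates of 60% or more, whatever share of single replicates reaches that level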; further: values of inactives mirror those of a sister screen read the other way
* marks the source's active call; other numbers are inactive results; nt = not tested or not shown.

SMILES | Vif inh | CaV13 FRET inh | aDG glyco up | PDI inh | iPSC survival up | Peg3 promoter | HIF-2a block | Granule exo inh | NR2E3 ag-1 | NR2E3 ag-2 | MITF TRPM1 inh
Cc1c(Cl)cccc1NC(=O)CNC(=O)CCS(=O)(=O)c1ccc(F)cc1 | -8 | -3 | -0.1 | 3 | 0.1 | 21 | 5 | -3 | 2 | 3 | 6
CCc1nnc(NC(=O)C2CCCN2C(=O)Nc2ccc(C)cc2)s1 (stereo unspecified) | -7 | -5 | 0.0 | 14 | -0.7 | 0 | 0 | 1 | 1 | 3 | -7
CC(C)Oc1ccccc1NC(=O)CSc1nccn1C | 10 | -5 | -0.1 | 2 | -0.5 | 10 | 8 | -11 | 16 | 0 | 17
COc1ccc(CCNC2=CC(=O)CC(C)(C)C2)cc1 | 3 | -6 | 0.2 | -1 | -0.7 | -14 | -26 | -4 | -3 | -4 | 1
COc1ccc(C2=NCCn3nc4cc(OC)ccc4c32)cc1 | -6 | -7 | 0.0 | 3 | 0.7 | -62 | -109 | -11 | -30 | 2 | -10
Cc1ccc(N(CC(=O)O)S(=O)(=O)c2cccc3nonc23)cc1 | 15 | nt | 0.2 | 3 | 9.4 | 1 | -21 | -1 | 7 | 1 | 9
Cc1cc2c(c(=O)o1)C1(C(=O)N(CC(=O)O)c3ccccc31)C(C#N)=C(N)O2 (stereo unspecified) | 13 | -2 | 0.0 | -22 | 1.8 | 4 | 6 | -3 | 5 | -2 | -1
CCOc1ccc(C(CC(=O)O)NC(=O)c2cccs2)cc1OC (stereo unspecified) | 2 | -2 | -0.1 | 4 | 1.3 | 1 | 14 | -2 | -34 | -1 | 5
N#Cc1ccccc1S(=O)(=O)N1CCN(CC(O)c2ccccc2)CC1 (stereo unspecified) | -11 | 9 | -0.1 | -3 | -0.6 | 2 | 15 | -4 | -24 | -2 | -5
CCn1c(C(C)NC(=O)c2cccs2)nc2ccccc21 (stereo unspecified) | 8 | -5 | 0.6 | -6 | 0.2 | 18 | 11 | -1 | -15 | 0 | 1
COc1ccc(C)cc1NC(=O)C(CCS(C)(=O)=O)NC(C)=O (stereo unspecified) | -8 | -12 | -0.1 | nt | -0.6 | 3 | 1 | 8 | -12 | 1 | 12
Cc1ccsc1/C=N\NC(=O)CCc1c(C)n[nH]c1C | 0 | -11 | -0.2 | 0 | -0.1 | 17 | 11 | -6 | 15 | -9 | 5
CC(=O)Nc1ccc(CN2C(=O)C(C)(C)ON=C2c2ccc(C(F)(F)F)cc2)cc1 | -2 | 0 | 4.1 | 1 | 2.5 | 11 | -3 | 3 | 25 | nt | nt
CN(Cc1ccccc1)C(=O)c1[nH]cnc1C(=O)Nc1ccccc1F | -14 | -4 | 0.1 | 21 | 3.6 | -1 | -2 | -7 | 9 | nt | nt
O=C(NC1CCC(O)CC1)c1ccc(-c2ccc([N+](=O)[O-])cc2)o1 (stereo unspecified) | 0 | -3 | 0.0 | 2 | -0.4 | -26 | -60 | 0 | -37 | -1 | 6
CCOC(=O)c1sc(=S)n(-c2ccc(F)c(F)c2)c1N | 1 | -4 | 0.0 | 5 | -1.4 | -2 | 2 | -1 | -12 | -2 | -6
O=C(Nc1cccc(F)c1)c1cccc(S(=O)(=O)N2CCOCC2)c1 | -9 | -8 | 0.1 | -7 | -3.8 | 8 | 0 | -1 | -3 | -2 | -7
CCC(C(=O)NCCC(C)C)n1ccc2cc(S(=O)(=O)N3CCCCC3)ccc21 (stereo unspecified) | -9 | nt | 0.6 | 11 | -0.5 | 36 | 19 | -1 | 60 | -1 | 9
COc1ccccc1OCC(=O)Nc1cccc(-c2nnc(-c3ccco3)o2)c1 | -15 | -6 | -0.1 | -5 | -0.2 | 4 | -166 | 1 | -57 | 3 | -15
O=S(=O)(c1ccccc1)N1N=C(c2cccs2)CC1c1ccc(Br)cc1 (stereo unspecified) | -2 | -3 | 0.3 | 1 | -3.1 | 29 | -2 | -1 | -26 | 4 | 8
Cc1nn(Cc2ccccc2)c(Cl)c1/C=C/C(=O)OCC(=O)N1CCCC1=O | 6 | 1 | -0.2 | 6 | 1.1 | 14 | 9 | 6 | -33 | -4 | -4
C[C@H](NC(=O)c1ncn2c1C(=O)NC[C@@H]2C)c1ccccc1 | -10 | -4 | 0.8 | 11 | 0.1 | 2 | 0 | -5 | 12 | nt | nt
Cc1nn(-c2ccccc2)c(C)c1C(=O)Oc1ccccc1 | -4 | -3 | 0.3 | -5 | 1.3 | -198 | -236 | 3 | -77 | -3 | -73
COC(=O)c1ccccc1NC(=O)COC(=O)C1CCCCC1 | 6 | -13 | -0.1 | -6 | -0.6 | -2 | 4 | 1 | 8 | -2 | -5
CCn1c(C)nc2cc(C(=O)N/N=C(\C)c3ccccc3O)ccc21 | 9 | -1 | 0.3 | -8 | 1.6 | -228 | -264 | -1 | -29 | 6 | -83
COc1cc(Cl)ccc1OCc1cc(C(=O)NC(C)Cc2cnccn2)no1 (stereo unspecified) | -2 | -6 | 0.2 | -9 | -0.6 | -324 | -240 | -5 | -114 | -1 | -82
Cc1ccccc1N(CC(=O)NCc1ccccc1)C(=O)CCC(=O)Nc1nccs1 | -6 | -3 | 0.1 | 5 | -0.1 | 16 | 4 | 5 | -11 | -1 | -5
COc1ccc(-n2nc(C(=O)NCC(=O)N3CCN(Cc4ccc5c(c4)OCO5)CC3)c3ccccc3c2=O)cc1OC | 6 | -2 | -0.3 | -1 | -0.9 | 41 | 19 | -3 | -15 | 3 | 2
CC1(C)Cc2c(ccc3ccccc23)/C(=C/C(=O)N2CCCCC2)N1 | 4 | nt | 0.3 | 1 | -0.1 | 13 | 3 | 13 | -12 | 0 | 14
CCCCN(CC)c1nc(-c2ccncc2)nc2ccccc12 | -8 | -9 | 0.5 | -1 | 1.6 | 32 | 25 | 17 | -11 | -1 | -11
CCOc1cc(CNC2CCCC2)ccc1OCc1ccccc1Cl | -5 | -4 | 0.5 | -1 | -0.6 | 17 | 10 | 8 | 27 | 2 | -14
COc1cc(OC)c(-c2oc3ccccc3c(=O)c2O)c(OC)c1 | 1 | -5 | 0.1 | 1 | 2.0 | 25 | 13 | -8 | -29 | nt | 4
Cn1c(=O)c2cc(NC(=O)NCc3ccccc3)ccc2n1Cc1ccc(Cl)cc1 | 8 | -6 | 0.1 | 1 | -2.3 | 16 | 2 | 0 | 7 | nt | nt
Nc1n[nH]c(S(=O)(=O)CCCc2ccccc2)n1 | 9 | -2 | 0.0 | 8 | 0.4 | 5 | 9 | 4 | -15 | 4 | 8
CCC(=O)n1nc(NCc2ccc(OC)c(OC)c2)nc1NCc1ccc(OC)c(OC)c1 | 5 | -6 | -0.1 | -2 | -0.2 | 16 | 10 | -1 | -3 | 0 | -5
CCOC(=O)C(CC)Sc1ccc2nnc(-c3cccnc3)n2n1 (stereo unspecified) | -1 | -2 | 0.0 | 0 | 0.7 | 5 | 15 | 5 | 0 | 2 | 6
Cc1noc(NS(=O)(=O)c2ccc(NC(=O)CSc3n[nH]c(-c4ccccc4)n3)cc2)c1C | 13 | -6 | 0.1 | 25 | -2.1 | 6 | 4 | -1 | 0 | -1 | -10
COc1ccccc1/C=C(/C(=O)OCC(=O)Nc1ccccc1C)c1ccccc1 | 6 | 4 | 1.9 | 8 | 5.4 | 13 | 20 | 0 | -35 | 2 | -8
COc1ccc(CNC(=O)Cn2ccc([N+](=O)[O-])n2)cc1OC | nt | -9 | -0.1 | -2 | 0.4 | -6 | 5 | -2 | -8 | 0 | 9
O=C(CSCCNS(=O)(=O)c1ccccc1)Nc1ccccc1 | -2 | -6 | 0.0 | -5 | -1.2 | 7 | 11 | -3 | -3 | 5 | 5
O=C(CCc1n[nH]c(=O)[nH]c1=O)N/N=C/c1ccco1 | 2 | -4 | 0.4 | 8 | -1.5 | 4 | 17 | 6 | 14 | -3 | 2
COc1ccccc1C(=O)N1CCN(CCNC(=O)C(=O)Nc2ccc(Br)c(C)c2)CC1 | 0 | -8 | 0.1 | 15 | -0.5 | 12 | 7 | 10 | 49 | 8 | 20
COc1cccc(N2CCN(S(=O)(=O)c3c(C)[nH]c(C)c3C(=O)N3CCCCC3)CC2)c1 | 4 | -13 | -0.3 | -5 | 0.9 | 3 | 6 | 2 | 2 | 0 | 9
CC(C)c1nnc(NC(=O)c2c(O)c3cccc4c3n(c2=O)CCC4)s1 | 6 | nt | 2.2 | -5 | -2.8 | 9 | 17 | -1 | -4 | 0 | 16
Cn1c(NC(=O)CCC2CCCCC2)cc(=O)n(C)c1=O | 2 | -5 | -0.3 | 5 | -0.7 | -344 | -250 | 2 | -94 | 3 | -80

Ordered by the number under NR2E3 ag-1 (rising): 3 of the compounds above.
compound | NR2E3 ag-1
COc1ccccc1/C=C(/C(=O)OCC(=O)Nc1ccccc1C)c1ccccc1 | -35
O=C(CSCCNS(=O)(=O)c1ccccc1)Nc1ccccc1 | -3
COc1cccc(N2CCN(S(=O)(=O)c3c(C)[nH]c(C)c3C(=O)N3CCCCC3)CC2)c1 | 2

Next section.
SMILES | Vif inh | CaV13 FRET inh | aDG glyco up | PDI inh | iPSC survival up | Peg3 promoter | HIF-2a block | Granule exo inh | NR2E3 ag-1 | NR2E3 ag-2 | MITF TRPM1 inh
O=C(Nc1ccc(Oc2ccccc2)cc1)C1CCCO1 (stereo unspecified) | -5 | nt | -0.1 | 0 | -0.4 | -136 | -192 | -2 | -63 | 1 | -75
COc1ccc(C(C)=O)cc1COC(=O)CCC(=O)N(CC(C)C)c1c(N)n(CC(C)C)c(=O)[nH]c1=O | -1 | -2 | -0.1 | 8 | -0.1 | -7 | 9 | -2 | 1 | 0 | 8
Cc1cc(N2CCN(C(=O)/C=C/C(=O)O)CC2)c2ccccc2n1 | -11 | -17 | 1.2 | -6 | 1.4 | 0 | 10 | 10 | 3 | 2 | -9
COCCn1c(CN2CCN(C(=O)c3ccco3)CC2)nc2c1c(=O)n(C)c(=O)n2C | 1 | -5 | 0.0 | 12 | 1.2 | 14 | 5 | -1 | 17 | 9 | -2
COCCCn1c(C)c(C(C)=O)cc(NC(=O)c2ccccc2)c1=O | 7 | 6 | 0.0 | 2 | -1.2 | 7 | -21 | -1 | -23 | 2 | -10
COc1ccc(/C(C)=N/NC(=S)NCCc2ccccc2)cc1 | 5 | -7 | 0.4 | 7 | 0.6 | 13 | -14 | 7 | 70 | 1 | 12
